Source: PubChem
RBBP9 inhibitor – human RBBP9 hydrolase inhibition | recombinant RBBP9, FP-Rh probe fluorescence polarization | hit rate 0.2% among 220,000 | O75884 | AID 1515 | inhibition, % at 7.94 µM;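 active means inhibition above the campaign mean of all tested compounds plus 3 SD, cut at about 14% in these data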;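 further: plate controls were DMSO wells with RBBP9 for no effect and wells lacking RBBP9 protein for full effect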
Target sequence (O75884 whole entry, looked up): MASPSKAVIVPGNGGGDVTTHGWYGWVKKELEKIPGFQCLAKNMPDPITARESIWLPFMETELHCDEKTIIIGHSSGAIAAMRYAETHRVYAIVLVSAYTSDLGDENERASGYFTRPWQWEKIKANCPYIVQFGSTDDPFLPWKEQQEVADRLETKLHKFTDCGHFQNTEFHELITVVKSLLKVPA
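Assay system: recombinant human RBBP9; Reagent: Serine-hydrolase probe FP-Rh, 375 nM pre-mixing; Doses: 7.94 µM single dose, 0.794% DMSO; Incubation: 30 min then 45 min, 25 °C; Detection: fluorescence polarization (mP), excitation 525 nm, emission 598 nm; Evaluation: percent inhibition from mP, scaled between DMSO and no-protein wells.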
NPY Y1 blocker – NPY-Y1 (human) receptor antagonism | P25929 | HEK293-CNG Y1 cells, membrane potential fluorescence; NPY at EC95, then isoproterenol | inhibition, % at 3.6 µM | hit rate 1% among 200,000 | AID 1040;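 active means inhibition above the campaign mean inhibition of all tested compounds plus 3 SD, cut at about 20% in these data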;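 further: 0% = DMSO wells given NPY plus isoproterenol and 100% = isoproterenol alone without NPY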
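Material: HEK293 cells with Y1 receptor plus CNG channel; times: compound incubation 1 h at room temperature, readout 45 min post-stimulation; signal: fluorescence, membrane potential probe; read-out basis: fluorescence ratio normalized to % inhibition between controls; benchmarks: full-block control isoproterenol-only wells, zero-block control NPY plus isoproterenol wells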
Runt-SMMHC FRET – blocks binding of human RUNX1 Runt domain to CBFb-SMMHC; Cerulean-Runt/Venus-CBFb-SMMHC FRET ratio 530/480, 1 h; inhibition, % at 20 µM; hit rate 0.74% among 220,000; AID 1434;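 active means mean inhibition across duplicate retests at 20 µM reaching about 50%, limit read from the data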;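 further: 0% = DMSO wells and 100% = wells with excess untagged CBFb-SMMHC; inhibitors lower the FRET ratio by blocking Runt binding to CBFb-SMMHC; some results filed as inactive read as strong as hits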
Runt-CBFb FRET – Runt domain-CBFb interaction inhibition; Cerulean-Runt/Venus-CBFb FRET ratio 530/480, 1 h; hit rate 0.46% among 220,000; Q01196+Q13951; inhibition, % at 20 µM;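 active means inhibition over about 50% at 20 µM in the single-dose screen, limit read from the data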;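 further: 0% = DMSO wells and 100% = excess unlabeled CBFb competitor control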
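Assay system: Cerulean-tagged RUNX1 Runt domain (FRET donor) fusion protein / Amount: 100 nM each of Venus-CBFb and Cerulean-Runt domain / Medium: Tris buffer pH 7.5 with salts and BSA / Also added: Venus-CBFb 100 nM / Schedule: 1 h complex formation plus 1 h compound treatment, room temperature / Signal: FRET fluorescence / Read-out: loss of energy transfer signal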
MDM2 E3 inh – inhibitors of human Mdm2 E3 ubiquitin ligase. cell-based MDM2 ubiquitination luciferase reporter, 2 h; 0 = plate control, 100 = twice control, blank-subtracted. signal enhancement, % at 5 µM. hit rate 0.11% among 210,000;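 active means signal enhancement of 30% or more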;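 further: luminescence tracks abundance of the self-degrading MDM2-luciferase fusion protein; higher signal means inhibition of MDM2 E3 ligase activity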
Target sequence (Q00987 whole entry, looked up, the tested form may be a part): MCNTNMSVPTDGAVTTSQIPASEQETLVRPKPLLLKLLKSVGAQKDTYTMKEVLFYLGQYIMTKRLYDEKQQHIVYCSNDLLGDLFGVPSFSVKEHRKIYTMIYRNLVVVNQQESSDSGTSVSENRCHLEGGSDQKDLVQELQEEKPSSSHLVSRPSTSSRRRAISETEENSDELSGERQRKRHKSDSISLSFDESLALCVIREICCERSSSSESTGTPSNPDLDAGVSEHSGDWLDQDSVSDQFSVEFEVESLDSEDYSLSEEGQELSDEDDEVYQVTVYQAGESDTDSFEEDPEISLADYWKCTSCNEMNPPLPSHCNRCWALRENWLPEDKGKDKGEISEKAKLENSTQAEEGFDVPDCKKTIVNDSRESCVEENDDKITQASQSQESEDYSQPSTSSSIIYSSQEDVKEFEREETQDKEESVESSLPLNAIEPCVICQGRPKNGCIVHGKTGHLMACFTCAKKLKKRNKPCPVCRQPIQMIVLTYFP
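Assay system: stable mammalian line carrying autodegrading MDM2–luciferase fusion reporter; amount: 2000 cells seeded into each well; buffer or medium: DMEM; benchmarks: plate control and blank wells; signal: luciferase luminescence; timing: 2 h compound exposure at 37 °C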
NPY1 pot ag – human NPY-Y1 potentiation or agonism, primary screen; NPY-Y1 expressing cells, potentiator/agonist activation; activation, % at 3.6 µM; hit rate 0.37% among 220,000; AID 1304; in the data active means activation above about 33%, passing the limit was not always enough;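 further: cells stimulated with NPY at EC10 then isoproterenol at EC100; 0% = low agonist plus stimulus and 100% = saturating agonist plus stimulus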
Hck-Nef inh – inhibitors of human Hck kinase activated by Nef; P08631; Recombinant Hck-YEEI plus Nef, Z-Lyte FRET kinase assay; inhibition, % at 20 µM; hit rate 0.68% among 220,000; AID 463187;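 active means Hck-Nef kinase inhibition above about 50%, limit read from the data; inactive means inhibition below that limit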;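 further: 0% = DMSO with Hck plus Nef and 100% = Hck alone without Nef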
p97 inhibitor – human p97 ATPase inhibition; P55072; recombinant p97 ATPase, Kinase-Glo ATP luminescence, 3 h; inhibition, % at 8 µM; hit rate 0.42% among 220,000; AID 1481; in the data active means inhibition above about 15%;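 further: 0% = DMSO vehicle and 100% = wells lacking enzyme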
NPY-Y2 PAM-ag – potentiators or agonists of human neuropeptide Y receptor Y2; P49146; cells expressing NPY-Y2, potentiator/agonist read-out; activation, % at 3.6 µM; hit rate 0.45% among 220,000; AID 1359; in the data active means activation above about 27%;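 further: cells stimulated with NPY near EC25 plus isoproterenol at EC100; 0% = vehicle plus submaximal agonist and 100% = vehicle plus saturating agonist; some results beyond the cut were filed as inactive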
* = called active by the depositor. Random draw from the library (roughly 3.5% active in at least one column).

Screening CC(=O)c1c(C)[nH]c(C(=O)Nc2ccc(C)cn2)c1C returned RBBP9 inhibitor 12, NPY Y1 blocker -4, Runt-SMMHC FRET 1, Runt-CBFb FRET 1, MDM2 E3 inh -4, NPY1 pot ag 10, Hck-Nef inh 2, p97 inhibitor 2 and NPY-Y2 PAM-ag 5.
COc1ccc(OC)c(-c2c3c([nH]c(=S)c2C#N)CCCC3)c1 was read as RBBP9 inhibitor 9, NPY Y1 blocker 7, Runt-SMMHC FRET 3, Runt-CBFb FRET 4, MDM2 E3 inh 17, NPY1 pot ag 12, Hck-Nef inh 7, p97 inhibitor 3 and NPY-Y2 PAM-ag -5.
For CCCCOC(=O)CSC1=C(C#N)C(c2ccc3c(c2)OCO3)CC(=O)N1 (centres undefined) the results were RBBP9 inhibitor -5, NPY Y1 blocker 9, Runt-SMMHC FRET -6, Runt-CBFb FRET -1, MDM2 E3 inh -10, NPY1 pot ag -18, Hck-Nef inh -1, p97 inhibitor -5 and NPY-Y2 PAM-ag -22.
O=C(CSCc1c(F)cccc1Cl)NCCSCc1ccco1 was read as RBBP9 inhibitor 1, NPY Y1 blocker 9, Runt-SMMHC FRET 1, Runt-CBFb FRET 2, MDM2 E3 inh -5, NPY1 pot ag -7, Hck-Nef inh 15, p97 inhibitor 0 and NPY-Y2 PAM-ag -15.
CCN(CC)c1cc(C)c2cc(NC(=O)c3ccccc3OC)ccc2n1 was read as RBBP9 inhibitor -2, NPY Y1 blocker 10, Runt-SMMHC FRET 3, Runt-CBFb FRET -2, MDM2 E3 inh -4, NPY1 pot ag -9, Hck-Nef inh 27, p97 inhibitor -1 and NPY-Y2 PAM-ag -7.
For CC(=O)c1ccccc1N(C(=O)Cn1nnc2ccccc21)C(C(=O)NCC1CCCO1)c1ccc(N2CCOCC2)cc1 (centres undefined) the results were RBBP9 inhibitor 2, NPY Y1 blocker 4, Runt-SMMHC FRET -1, Runt-CBFb FRET 0, MDM2 E3 inh -13, NPY1 pot ag -8, Hck-Nef inh 7, p97 inhibitor 3 and NPY-Y2 PAM-ag -3.
Screening COc1ccc(OCCOC(=O)c2ccc(-n3cnnn3)cc2)cc1 returned RBBP9 inhibitor -1, NPY Y1 blocker 3, Runt-SMMHC FRET -4, Runt-CBFb FRET 1, MDM2 E3 inh -9, NPY1 pot ag -13, Hck-Nef inh 3, p97 inhibitor 0 and NPY-Y2 PAM-ag -2.
COC(=O)Cn1nc(-c2ccccc2)c2ccccc21 was read as RBBP9 inhibitor 9, NPY Y1 blocker -5, Runt-SMMHC FRET -3, MDM2 E3 inh -10, NPY1 pot ag 25, Hck-Nef inh 0, p97 inhibitor 2 and NPY-Y2 PAM-ag 11.
For COC(=O)Cc1cccc2c(=O)c3ccccc3oc12 the results were RBBP9 inhibitor 7, Runt-SMMHC FRET 2, Runt-CBFb FRET 1, MDM2 E3 inh -9, NPY1 pot ag -11, Hck-Nef inh 10, p97 inhibitor 1 and NPY-Y2 PAM-ag -4.
`O=C(O)c1cccc(-c2ccc(/C=N/NC(=O)c3cccnc3)o2)c1` gave RBBP9 inhibitor -6, NPY Y1 blocker 3, Runt-SMMHC FRET 14, Runt-CBFb FRET 11, MDM2 E3 inh -1, NPY1 pot ag -4, Hck-Nef inh -2, p97 inhibitor -1 and NPY-Y2 PAM-ag -4.
`Cc1ccccc1N1C(=O)c2ccccc2NC1c1ccncc1` (centres undefined) gave RBBP9 inhibitor 3, NPY Y1 blocker 3, Runt-SMMHC FRET 0, Runt-CBFb FRET -1, MDM2 E3 inh 4, NPY1 pot ag 6, Hck-Nef inh 8, p97 inhibitor 3 and NPY-Y2 PAM-ag -8.
For COc1ccc(OCc2cccc(C(=O)Nc3cc(C)on3)c2)cc1 the results were RBBP9 inhibitor -1, NPY Y1 blocker 7, Runt-SMMHC FRET -2, Runt-CBFb FRET -1, NPY1 pot ag 11, Hck-Nef inh -9, p97 inhibitor 3 and NPY-Y2 PAM-ag 7.
Fc1cc(F)c2nc(N3CCCC3)sc2c1 was read as RBBP9 inhibitor -1, NPY Y1 blocker 9, Runt-SMMHC FRET 0, Runt-CBFb FRET 1, MDM2 E3 inh -21, NPY1 pot ag 5, Hck-Nef inh 12, p97 inhibitor 0 and NPY-Y2 PAM-ag -10.
For C/C(=N\N1CCN(C)CC1)c1ccc(Cl)c(Cl)c1 the results were RBBP9 inhibitor 6, NPY Y1 blocker 3, Runt-SMMHC FRET -3, Runt-CBFb FRET 0, MDM2 E3 inh 6, NPY1 pot ag -14, Hck-Nef inh 25, p97 inhibitor 3 and NPY-Y2 PAM-ag -10.
`Cc1nn(Cc2c(F)c(F)c(F)c(F)c2F)c(C)c1NC(=O)c1ccc(COc2ccccc2Cl)cc1` gave RBBP9 inhibitor -1, NPY Y1 blocker -4, Runt-SMMHC FRET 0, Runt-CBFb FRET -2, MDM2 E3 inh -19, NPY1 pot ag 3, Hck-Nef inh 0, p97 inhibitor -9 and NPY-Y2 PAM-ag -3.
CSc1nnc(-c2cc(-c3ccc(C)cc3)nc3ccccc23)o1 was read as RBBP9 inhibitor -8, NPY Y1 blocker -8, Runt-SMMHC FRET -20, Runt-CBFb FRET -8, MDM2 E3 inh -5, NPY1 pot ag -17, Hck-Nef inh 4, p97 inhibitor 5 and NPY-Y2 PAM-ag -6.
For O=C(Nc1ccccc1)N(Cc1ccccc1)CC(O)C(F)(F)F (centres undefined) the results were RBBP9 inhibitor -4, NPY Y1 blocker 4, Runt-SMMHC FRET 0, Runt-CBFb FRET -1, MDM2 E3 inh -33, NPY1 pot ag 7, Hck-Nef inh 1, p97 inhibitor -3 and NPY-Y2 PAM-ag -6.
For c1ccc(C2(CNc3ccccn3)CCCC2)cc1 the results were RBBP9 inhibitor 6, NPY Y1 blocker -7, Runt-SMMHC FRET 0, Runt-CBFb FRET 0, MDM2 E3 inh -13, NPY1 pot ag -18, Hck-Nef inh -4, p97 inhibitor 1 and NPY-Y2 PAM-ag 0.
Screening CC(=O)NCCn1c(SCC(=O)NCC2CCCO2)nc2ccccc2c1=O (centres undefined) returned RBBP9 inhibitor -7, NPY Y1 blocker 8, Runt-SMMHC FRET -3, Runt-CBFb FRET -2, MDM2 E3 inh 0, NPY1 pot ag -11, Hck-Nef inh 0, p97 inhibitor -5 and NPY-Y2 PAM-ag -10.
Screening CCOC(=O)c1sc(N(Cc2ccccc2)C(=O)CSc2nnc(C3CC3)n2N)nc1C returned RBBP9 inhibitor -7, NPY Y1 blocker 0, Runt-SMMHC FRET 0, Runt-CBFb FRET -5, MDM2 E3 inh -1, NPY1 pot ag 8, Hck-Nef inh 4, p97 inhibitor -2 and NPY-Y2 PAM-ag -7.
`CCN(CC)CCNc1nc(-c2cccs2)c(CC(=O)O)s1` gave RBBP9 inhibitor 4, NPY Y1 blocker 4, Runt-SMMHC FRET -6, Runt-CBFb FRET 7, MDM2 E3 inh 0, NPY1 pot ag 5, Hck-Nef inh 16, p97 inhibitor 2 and NPY-Y2 PAM-ag -1.
COc1cc(/C=N/N2C(=O)c3ccccc3NC2(C)c2cccc([N+](=O)[O-])c2)cc(Br)c1O (centres undefined) was read as RBBP9 inhibitor 2, NPY Y1 blocker 3, Runt-SMMHC FRET 1, Runt-CBFb FRET 6, MDM2 E3 inh -20, NPY1 pot ag -2, Hck-Nef inh 1, p97 inhibitor 0 and NPY-Y2 PAM-ag 1.
`Cc1ccc(S(=O)(=O)NCC(=O)OCC(=O)Nc2ncc(Cl)cc2Cl)cc1` gave RBBP9 inhibitor -6, NPY Y1 blocker 5, Runt-SMMHC FRET -1, Runt-CBFb FRET 0, MDM2 E3 inh 16, NPY1 pot ag -1, Hck-Nef inh 0, p97 inhibitor 2 and NPY-Y2 PAM-ag 7.
Cc1ccc(OCC(=O)NNC(=O)C2CCN(c3nccc(C)n3)CC2)cc1 was read as RBBP9 inhibitor 3, NPY Y1 blocker -1, Runt-SMMHC FRET 3, Runt-CBFb FRET 0, MDM2 E3 inh 6, NPY1 pot ag 19, Hck-Nef inh -2, p97 inhibitor 1 and NPY-Y2 PAM-ag -15.
For O=C(CCC(=O)OCC(=O)c1ccccc1)Nc1cccc2cccnc12 the results were RBBP9 inhibitor -3, NPY Y1 blocker 3, Runt-SMMHC FRET -6, Runt-CBFb FRET -3, MDM2 E3 inh 28, NPY1 pot ag 3, Hck-Nef inh 0, p97 inhibitor 9 and NPY-Y2 PAM-ag 4.
For CC1=C(C(=O)OCC(C)C)C(c2cccc(F)c2)N2C(=O)C(C)SC2=N1 (centres undefined) the results were RBBP9 inhibitor -2, NPY Y1 blocker -1, Runt-SMMHC FRET 5, Runt-CBFb FRET -2, MDM2 E3 inh 1, NPY1 pot ag 7, Hck-Nef inh -4, p97 inhibitor 0 and NPY-Y2 PAM-ag -6.
Cc1c(NC(=O)CCC2CCCCC2)c(=O)n(-c2ccccc2)n1C was read as RBBP9 inhibitor -4, NPY Y1 blocker 4, Runt-SMMHC FRET 41, Runt-CBFb FRET -1, MDM2 E3 inh 2, NPY1 pot ag 1, Hck-Nef inh -1, p97 inhibitor -5 and NPY-Y2 PAM-ag 0.
`CC(=O)c1ccccc1NS(=O)(=O)c1ccccc1Cl` gave RBBP9 inhibitor -14, NPY Y1 blocker 1, Runt-SMMHC FRET -1, Runt-CBFb FRET 1, MDM2 E3 inh -11, NPY1 pot ag -16, Hck-Nef inh 9, p97 inhibitor 5 and NPY-Y2 PAM-ag 7.
`Oc1c(/C=N/Nc2cccc3cccnc23)ccc2ccccc12` gave RBBP9 inhibitor -3, NPY Y1 blocker -1, Runt-SMMHC FRET 37, Runt-CBFb FRET 40, MDM2 E3 inh -8, NPY1 pot ag -9, Hck-Nef inh 7, p97 inhibitor 7 and NPY-Y2 PAM-ag -14.
